Source: PubChem (The Scripps Research Institute Molecular Screening Center)
GPR151 ag: activators of human GPR151, primary screen, cell-based, PathHunter beta-arrestin, luminescence; G-protein coupled receptor 151 (Homo sapiens), Q8TDV0; activation, % at 11.2 µM; PathHunter beta-arrestin GPR151 cells; AID 1508602, 2020; 650,000 compounds, 1% hits; in the data active = activation above about 4.9%;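 note: 0% = median of compound wells and 100% = cells with positive control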
Target sequence (Q8TDV0 whole entry, looked up): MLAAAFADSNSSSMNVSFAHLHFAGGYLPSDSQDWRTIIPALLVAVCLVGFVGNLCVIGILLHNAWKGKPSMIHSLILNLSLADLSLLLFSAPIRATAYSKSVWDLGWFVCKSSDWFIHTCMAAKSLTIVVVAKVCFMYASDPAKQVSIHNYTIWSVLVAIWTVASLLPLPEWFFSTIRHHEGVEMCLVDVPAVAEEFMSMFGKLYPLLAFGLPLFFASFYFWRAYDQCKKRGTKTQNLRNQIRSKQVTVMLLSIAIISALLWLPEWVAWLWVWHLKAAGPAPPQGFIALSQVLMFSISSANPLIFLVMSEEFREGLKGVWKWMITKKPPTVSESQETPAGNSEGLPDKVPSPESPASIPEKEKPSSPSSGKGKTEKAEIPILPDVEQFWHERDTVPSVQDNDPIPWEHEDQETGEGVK
FBW7 activator: FBW7 E3 ligase activators, primary screen, biochemical, AlphaScreen, human | F-box/WD repeat-containing protein 7 (Homo sapiens), Q969H0 | AlphaScreen FBW7–phospho-cyclin E peptide binding, activator screen | normalized activity (activation), % at 26.1 µM | 650,000 compounds, 0.13% hits | AID 1259310, 2017; in the data active = normalized activity above about 1.9%;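 note: purified mutant Fbw7 with reduced substrate affinity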
TEAD-YAP block: TEAD-YAP interaction inhibition, primary screen, TEAD-YAP interaction inhibitor project, luminescence, HEK-TIYL cells; AID 1259422, 2018; TEAD-Gal4/YAP UAS-luciferase luminescence; 640,000 compounds, 1.4% hits; inhibition, % at 9.12 µM; in the data active = inhibition above about 32%;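 note: 0% = median of test compound wells and 100% = reference inhibitor wells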
MITF inh: MITF inhibitors, primary screen, biochemical, AlphaScreen, human; AlphaScreen MITF homodimerization, bead proximity signal; inhibition, % at 2.6 µM; 650,000 compounds, 0.91% hits; in the data active = inhibition above about 50%;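 note: 0% = vehicle wells with protein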
Target sequence (O75030 whole entry, looked up): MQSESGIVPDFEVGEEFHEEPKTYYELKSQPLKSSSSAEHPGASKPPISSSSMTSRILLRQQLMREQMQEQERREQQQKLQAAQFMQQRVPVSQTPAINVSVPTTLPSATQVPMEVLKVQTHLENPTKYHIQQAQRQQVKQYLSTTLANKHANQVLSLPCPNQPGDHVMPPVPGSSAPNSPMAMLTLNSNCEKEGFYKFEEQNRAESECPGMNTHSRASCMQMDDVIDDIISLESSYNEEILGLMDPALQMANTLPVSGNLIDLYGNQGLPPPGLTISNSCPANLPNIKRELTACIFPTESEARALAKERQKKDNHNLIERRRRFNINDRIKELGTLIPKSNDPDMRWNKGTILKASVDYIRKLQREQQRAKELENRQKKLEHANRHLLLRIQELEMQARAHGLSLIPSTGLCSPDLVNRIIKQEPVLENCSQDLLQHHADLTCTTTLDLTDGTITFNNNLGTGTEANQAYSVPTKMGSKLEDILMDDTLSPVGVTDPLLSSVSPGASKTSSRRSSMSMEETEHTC
Numbers without * were called inactive.

SMILES	GPR151 ag	FBW7 activator	TEAD-YAP block	MITF inh
COc1ccc(C(=O)N2CCc3cc(OC)c(OC)cc3C2COc2ccc(C(C)C)cc2)cc1OC (stereo unspecified)	0.0	-0.1	-6	6
COc1ccc(CCNC(=O)CCn2c(SCc3cccc(Cl)c3)nc3ccccc3c2=O)cc1OC	-0.2	-0.2	-7	17
CCOC(=O)c1sc2nc(SCC(=O)N3CCCc4ccccc43)n(Cc3ccccc3OC)c(=O)c2c1C	0.2	0.0	7	6
NC(=O)C1CCN(C(=O)COC(=O)COc2c(Cl)cccc2Cl)CC1	-0.4	-0.1	3	-1
O=C(NC(=S)Nc1cccc(-c2nc3ccccc3o2)c1)c1cccs1	1.1	0.1	-2	5
Cc1ccc(-c2nnc3c4ccccc4c(C)nn23)cc1S(=O)(=O)N1CCN(C)CC1	0.0	0.5	-8	23
COc1cc(OC)cc(C(=O)N2CCC(C(N)=O)CC2)c1	0.1	0.0	13	-5
COc1ccc2occ(C(=O)c3oc4ccc(Cl)cc4c3N)c2c1	-0.8	0.0	57*	-10
COc1ccc(/C=C2\SC(=S)N(C(CCSC)C(=O)O)C2=O)c(OC)c1 (stereo unspecified)	0.2	-0.1	-14	3
COc1ccc(OC)c(Cc2nnc(CCC(=O)NCc3nc4ccccc4s3)o2)c1	6.3*	0.1	-9	-6
COc1cc(CNc2n[nH]c3nc(C)cc(C(F)(F)F)c23)cc(OC)c1	-0.5	1.8	-8	9
CC(C)(C)NC(=S)Nc1ccc([N+](=O)[O-])cc1	-0.3	0.1	18	18
COCCNc1oc2c(c1-c1ccccc1)c(=O)oc1ccc(C)cc12	2.4	0.2	7	11
CSc1ccc(-c2nnc(NC(=O)c3ccnn3C(C)C)o2)cc1	0.8	0.3	-7	30
CC1CCN(C(=O)CSc2nc3ccsc3c(=O)n2CCc2ccc(Cl)cc2)CC1	1.0	-0.1	-5	-3
Cc1cc(C)c2nc(C)cc(NC(=O)c3ccncc3)c2c1	0.7	-0.1	9	-7
COC(=O)C1=CN(C(C)C)C=C(C(=O)OC)C1c1ccc(OC)c(OC)c1OC	-0.3	0.7	-10	14
O=C(O)CCCCn1c(SCc2ccccc2Cl)nc2ccsc2c1=O	-1.3	0.2	4	10
CC1Cc2ccccc2N1C(=O)c1coc(NC(=O)c2ccco2)n1 (stereo unspecified)	-0.8	-0.1	-31	-13
Cc1ccc(NCc2nnc(SCC(=O)c3ccc4c(c3)OCCO4)o2)c(C)c1	-0.6	0.4	3	9

In a second layout: entries from further up.
COc1ccc(OC)c(Cc2nnc(CCC(=O)NCc3nc4ccccc4s3)o2)c1
- GPR151 ag: 6.3*
- FBW7 activator: 0.1
- TEAD-YAP block: -9
- MITF inh: -6

COc1cc(CNc2n[nH]c3nc(C)cc(C(F)(F)F)c23)cc(OC)c1
- GPR151 ag: -0.5
- FBW7 activator: 1.8
- TEAD-YAP block: -8
- MITF inh: 9

Results in TEAD-YAP block, for some of the entries so far:
Molecule	TEAD-YAP block
COc1ccc(OC)c(Cc2nnc(CCC(=O)NCc3nc4ccccc4s3)o2)c1	-9
COC(=O)C1=CN(C(C)C)C=C(C(=O)OC)C1c1ccc(OC)c(OC)c1OC	-10
CSc1ccc(-c2nnc(NC(=O)c3ccnn3C(C)C)o2)cc1	-7
CC1CCN(C(=O)CSc2nc3ccsc3c(=O)n2CCc2ccc(Cl)cc2)CC1	-5
Cc1ccc(-c2nnc3c4ccccc4c(C)nn23)cc1S(=O)(=O)N1CCN(C)CC1	-8
COc1ccc(CCNC(=O)CCn2c(SCc3cccc(Cl)c3)nc3ccccc3c2=O)cc1OC	-7
CC1Cc2ccccc2N1C(=O)c1coc(NC(=O)c2ccco2)n1 (stereo unspecified)	-31

More results.
SMILES	GPR151 ag	FBW7 activator	TEAD-YAP block	MITF inh
O=C(/C=C/c1ccccc1)Nc1noc2ccccc12	1.3	-0.1	13	-2
Cc1ccccc1C(=O)Nc1sc2c(c1C(=O)N1CCCCCC1)CCC2	0.2	-0.1	-1	7
O=C(Nc1ccc(-c2nc3ccc(-c4nc5ccccc5o4)cc3[nH]2)cc1)c1ccc([N+](=O)[O-])cc1	-0.3	0.0	-2	4
Cc1ccc(CNC(=O)c2cc(S(=O)(=O)N3CC(C)CC(C)C3)ccc2Sc2ccc(F)cc2)cc1 (stereo unspecified)	-1.4	0.0	1	-6
C/C(CC(=O)NC12CC3CC(CC(C3)C1)C2)=N\NC(=O)c1ccc(Br)cc1	1.1	0.0	-11	-10
O=C(c1cccc(-n2cnnn2)c1)N1CCCC1c1nc2ccccc2[nH]1 (stereo unspecified)	0.1	0.0	-3	9
O=C(c1ccccc1)N1CCN(Cc2cc(Br)ccc2O)CC1	-0.6	0.0	7	19
O=C(Nc1ccc(F)cc1)N1CCC(n2c(=O)[nH]c3ccccc32)CC1	-1.4	0.3	1	6
CC(=O)C(Sc1nnc(Nc2ccc(C)c(C)c2)s1)C(C)=O	0.3	0.6	-4	6
O=C(Nc1ccccc1)O/N=C\c1ccc(F)cc1	-1.3	0.1	-74	3

Reprinted from the part before: 4 compounds; new compounds follow.
SMILES	GPR151 ag	FBW7 activator	TEAD-YAP block	MITF inh
O=C(c1ccccc1)N1CCN(Cc2cc(Br)ccc2O)CC1	-0.6	0.0	7	19
O=C(Nc1ccc(F)cc1)N1CCC(n2c(=O)[nH]c3ccccc32)CC1	-1.4	0.3	1	6
CC(=O)C(Sc1nnc(Nc2ccc(C)c(C)c2)s1)C(C)=O	0.3	0.6	-4	6
O=C(Nc1ccccc1)O/N=C\c1ccc(F)cc1	-1.3	0.1	-74	3
CCOc1ccc(S(=O)(=O)Nc2cc(OC)c(Cl)cc2OC)cc1	-0.2	-0.1	63*	5
COc1cccc(OC/C(O)=C(\C#N)c2nc3ccccc3[nH]2)c1	5.2*	-0.1	-1	0
Cn1c(Nc2nc(NCCCN3CCCC3=O)c3ncn(-c4ccccc4)c3n2)nc2ccccc21	-0.4	0.0	39*	6
CCOC(=O)c1sc2nc(SCC(=O)NCc3ccccc3)n(Cc3ccco3)c(=O)c2c1C	-0.4	0.6	-3	6
CCOc1cc(C2C(C#N)=C(N)Oc3n[nH]c(-c4ccncc4)c32)cc([N+](=O)[O-])c1O (stereo unspecified)	1.3	-0.1	-4	4
COCc1ccc(CN2CCN(C3CCCC3)C(CCO)C2)o1 (stereo unspecified)	-0.8	-0.2	-2	-2
CCOC(=O)COc1ccc2c(c1)c(C(=O)OCC)c(C)n2CC(C)C	0.0	-0.1	-2	-14
Cc1cccc(S(=O)(=O)Nc2ccc(F)cc2)c1	0.9	-0.2	12	-4
COc1ccc(/C(C)=N\NC(=O)CNc2ccc(C)cc2)cc1[N+](=O)[O-]	-0.6	-0.1	2	-8
CN(C)S(=O)(=O)c1ccc(NC(=O)c2cncc(Br)c2)cc1	-0.4	-0.1	-5	-2
COC(=O)C1=C(C)NC(=O)NC1c1cc([N+](=O)[O-])ccc1OC (stereo unspecified)	0.9	-0.2	5	2
O=C(Nn1c(C2CC2)nc2ccccc2c1=O)c1ccc(Cl)cc1	0.2	-0.1	14	4
COc1ccccc1N1CC(=O)N(C)c2ccccc2C1=O	-1.4	0.1	7	12
COc1ccc(NC(=O)CC(C)c2ccccc2)c(OC)c1 (stereo unspecified)	-1.4	-0.1	2	13
CCCCCC(=O)Nc1nnc(C2CCCCC2)s1	-0.3	-0.3	6	-12
CCN1CCN(CCOc2cc(C)ccc2Cl)CC1	0.6	-0.6	1	72*
O=C(c1ccc(Br)cc1)N1CCCC1	0.3	-0.1	-5	-8
O=C(NC1Cc2ccccc2C1)c1cc(Cl)nc(Cl)c1	0.0	0.1	17	7
COc1ccc2cc(C#N)c(SCC(=O)Nc3ccc(N4CCOCC4)cc3)nc2c1	-0.6	-0.3	-4	-6
O=C(Cc1c(Cl)cccc1Cl)N1CCCC(c2ccnc3ncnn23)C1 (stereo unspecified)	2.0	0.0	0	-13
CC(C)CC(=O)Nc1ccc(Cc2ccncc2)cc1	1.1	-0.1	2	15
COC(=O)C(C)(N)Cc1ccc(O)cc1 (stereo unspecified)	0.9	0.0	-3	-11
COc1ccc(OCCNC(=O)Nc2cc(F)c(F)cc2Cl)cc1	0.2	0.0	0	-11
Fc1ccc(NC(=S)NCc2cccs2)cc1	-0.7	0.6	11	15
COc1cccc(C(CC(=O)NCc2cccnc2)NS(=O)(=O)c2ccc(C)cc2)c1OC (stereo unspecified)	-0.8	0.0	1	-27
O=S(=O)(c1ccc(S(=O)(=O)C(F)(F)F)cc1)C(F)(F)F	4.1	0.2	6	1
COCCNC(=O)c1cc(Cl)c(OC)c(OC)c1	0.2	0.3	-2	-6
COC(=O)c1cnn(-c2ccc(F)cc2)c1-n1cccc1	0.4	-0.3	-3	-2
CCOC(=O)C1C(=O)CC(C)(O)C(C(=O)OCC)C1c1ccc(Br)s1 (stereo unspecified)	0.5	0.4	3	9
CCc1ccc(C2CC(c3ccccc3)Nc3nc(N)nn32)cc1 (stereo unspecified)	3.9	-0.1	-2	4
O=C1CCC(C(=O)NCc2ccc(F)cc2)N1 (stereo unspecified)	0.2	0.2	2	16
COc1ccc(Cl)cc1C(=O)Nc1nc2ccccc2[nH]1	-9.9	-0.1	66*	0
O=c1cc(-c2cc([N+](=O)[O-])c(Cl)cc2Cl)c2ccc(O)cc2o1	-0.5	0.1	1	13
CN1CCN(/N=C/c2nc(-c3ccccc3)n3ccccc23)CC1	-1.2	-0.6	-6	11
CC1(C)C(=O)C2(C(=O)Nc3ccc(Cl)cc3)CCC1C2 (stereo unspecified)	-0.1	0.0	3	7
NCCCC[C@@H]1NC(=O)[C@@H]2C[C@H](NCc3nc4ccccc4s3)CN2C1=O	-0.7	-0.1	-12	-8
Nc1ncnc2nc(N3CCN(C(=O)c4ccccc4)CC3)[nH]c12	1.4	0.3	8	9
Cn1cnnc1SCC(=O)Nc1nccs1	-1.7	0.0	-2	-7
COCc1cc(C)nc2sc(C(=O)OC)c(N)c12	0.9	0.0	2	-1
CCOC(=O)N1C(=O)c2cc(OC)ccc2S1(=O)=O	-0.6	0.6	14	10
Cc1cccc(NC(=O)c2cnccn2)c1	-5.1	-0.1	-27	-1
COc1ccc2c(c1)N(C)/C(=C1/SC(=Nc3c(O)ccc4ccccc34)N(C3CCCCC3)C1=O)S2	-1.2	0.1	-5	13
C=CCN1C(=O)C2(NC(=O)c3ccccc3N2)c2ccccc21 (stereo unspecified)	0.2	0.6	66*	13
O=C1c2cc3ccccc3cc2C(=O)N1c1ccc2ccccc2c1	-0.3	0.0	6	14
CC(C)(C)OC(=O)/N=C(\N)n1cccn1	-0.2	0.0	-1	0
O=C(NC1CCCCCCC1)C12CC3CC(CC(C3)C1)C2	-0.5	0.3	-4	12
COc1ccc(/C=C2\SC(=O)NC2=S)cc1	-2.0	-0.5	-11	-15
Cc1cc(C)c2c3c(sc2n1)C(=O)NCC(=O)N3	0.5	0.1	6	-1
CCC(=O)Nc1cc(-c2nc3cc(OC)ccc3o2)ccc1C	-3.1	0.1	-8	-2
COc1ccc(NC(=O)c2cccc(N3C(=O)C4C5C=CC(C6CC56)C4C3=O)c2)cc1 (stereo unspecified)	0.2	0.5	-4	12

The listing continues.
SMILES	GPR151 ag	FBW7 activator	TEAD-YAP block	MITF inh
O=C(c1cccc(OC2CCN(Cc3cc(F)cc(F)c3)CC2)c1)N1CCCC1	-1.1	0.0	-6	10
CC(=O)c1cccc(NC(=O)c2ccc(Cl)c(S(=O)(=O)N3CCOCC3)c2)c1	0.1	0.0	-9	-9
COc1cccc(CN2CCN3C(=O)[C@H](Cc4ccccc4)NC(=O)[C@H]3C2)c1	0.2	-0.1	0	-3
CC(=O)OC1C(=O)c2c(C)noc2CC1(C)C (stereo unspecified)	-0.4	0.7	2	12
CCOC(=O)/C=C1\NC(C)(C)CC12C=CC(=O)C=C2	0.7	0.0	6	-1
Cc1nc(N2CCN(Cc3ccc4c(c3)OCO4)CC2)c2c3c(sc2n1)CCCC3	-1.1	-0.1	1	7
Cc1ccc(-n2nnnc2SCC(=O)Nc2cc(C(N)=O)cc(C(N)=O)c2)c(C)c1	-0.6	-0.1	1	-9
Cc1n[nH]c(C)c1NC(=O)CN1CCCCC1	0.9	-0.2	-3	7
CCC(=O)C1=C(c2ccc(C)cc2)N(C(=O)CC)n2cnnc2S1	0.4	-0.3	13	-2
CCOC(=O)C1=CSC2(S1)C(C(=O)OCC)=CSC1=C2c2cccc(OCC)c2NC1(C)C (stereo unspecified)	1.4	-0.2	4	2
CC(=O)Nc1nc(-c2ccc(-c3ccccc3)cc2)cs1	-1.3	-0.1	-54	2
Cc1cc(C)n(CCO)c(=O)n1	2.4	0.0	-50	0
COc1ccc(CN2CCC(CNC(=O)c3ccncc3)CC2)cc1	0.2	-0.1	-3	5
Cc1nc2nc(C)c(CCC(=O)NC3CCCCC3)c(C)n2n1	3.0	0.6	3	8
O=C(Nc1ccc(I)cc1Cl)c1cccc([N+](=O)[O-])c1	-1.1	0.0	-8	4
